GALK inhibitor = blocks human galactokinase activity | AID 1868 | Potency, µM (series often up to 57.5 µM), without a hit: at the top dose activity change, negative = inhibition, hits mostly inhibitors | P51570 | hit rate 0.007% among 270,000 | Purified GALK, Kinase-Glo residual ATP luminescence; further: potency means the concentration at half of the fitted maximal effect
Target sequence (P51570 whole entry, looked up): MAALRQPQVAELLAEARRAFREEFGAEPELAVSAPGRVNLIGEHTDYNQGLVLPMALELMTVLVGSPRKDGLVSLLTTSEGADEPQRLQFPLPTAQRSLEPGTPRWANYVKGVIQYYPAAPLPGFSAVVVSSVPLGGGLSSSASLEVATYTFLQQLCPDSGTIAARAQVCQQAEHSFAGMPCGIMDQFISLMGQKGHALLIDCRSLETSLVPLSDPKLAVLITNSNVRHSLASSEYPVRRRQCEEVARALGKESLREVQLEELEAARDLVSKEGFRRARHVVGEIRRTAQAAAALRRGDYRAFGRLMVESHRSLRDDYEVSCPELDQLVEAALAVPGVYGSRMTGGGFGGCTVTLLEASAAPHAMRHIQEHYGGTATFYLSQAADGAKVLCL
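Compounds were pin-transferred into ATP buffer (35 uM final), then GALK plus galactose (5 nM, 100 uM final) was added. After 1 h at room temperature, Kinase-Glo Plus was added and luminescence read after 10 min.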
FBPA coupling cs = inhibits coupling enzyme system, counter-screen for aldolase hits; coupling enzyme system counterscreen, AmpLite Red fluorescence; hit rate 0.67% among 290,000; activity change, negative = inhibition, % at 58.2 µM, hits read low; in the data active means activity change below about -30%
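Compounds tested against the coupling enzymes alone at 57.5 uM final; readout was AmpLite Red fluorescence (525/598 nm) after 20 min at RT.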
uPA surface inh = inhibitors of cell surface uPA generation; cell surface uPA generation assay, qHTS; Potency, µM (titrated, usually from 38.3 µM), without a hit: top-dose activity change, negative = inhibition, actives largely listed as inhibitors; hit rate 0.31% among 330,000; active means well fitted inhibition curve with a large enough effect; inconclusive means small, poorly fitted or top-dose-only effect; inactive means no such curve, though single readings can be large or run the other way; tested in mouse RAW 264.7 cells; further: potency means the concentration at half of the fitted maximal effect; nearly all actives have a fitted effect of over 55% in size
Eya2 inh = inhibitors of human Eya2 phosphatase activity. O00167. recombinant Eya2, OMFP fluorescence dephosphorylation (OMFP is methylfluorescein phosphate). Potency, µM (doses to about 76.9 µM), for inactives: top-dose activity, negative = inhibition, usual class: inhibitors. hit rate 0.006% among 330,000; further: potency means the concentration at half of the fitted maximal effect
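Eya2 protein (added as 0.2 uM solution) was preincubated with compound for 10 min at ambient temperature in 50 mM HEPES pH 7.5, 50 mM NaCl, 5 uM MgCl2, 0.05% BSA, 1 mM DTT. OMFP (added at 50 uM) then reacted 10 min; fluorescence read at 485/525 nm.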
PKM2 act = activators of human pyruvate kinase M2; P14618; AID 1631; purified PKM2, Kinase-Glo ATP luminescence, activation; response scale: 0% is enzyme alone, no compound; hit rate 0.34% among 260,000; Potency, µM (top dose mostly 57.5 µM), without a hit: at the highest dose activation, usual class: activators; further: potency means the concentration at half of the fitted maximal effect; nearly all actives have a fitted effect of over 55% in size
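hPK-M2, >95% pure; 0.1 mM ADP / 0.5 mM PEP final; imidazole pH7.2 buffer w/ 7 mM MgCl2, 50 mM KCl; 1 h RT; Kinase-Glo lum. Intermediate enzyme activity for dual inhibitor/activator qHTS.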
Giardia kill = kills Giardia lamblia; Giardia lamblia trophozoite viability; activity change, % at 7.66 µM, hits read low; hit rate 0.15% among 340,000; AID 540267; in the data active means activity change below about -80%; inconclusive means between about -30% and that limit;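 further: parasites exposed to compound for two days anaerobically before the ATP read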
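Each well holds 100 Giardia trophozoites and compound. After two days (48 hrs) at 37 deg C in anaerobic conditions, ATP is quantified by luminescence.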
B2AR arrestin = agonists driving beta-arrestin recruitment to human beta2-adrenergic receptor. Potency, µM (highest dose often 46.1 µM), for inactives: at the top dose activation, usual class: activators. AID 492947. hit rate 0.02% among 330,000. P07550. beta-arrestin recruitment to beta2AR, cell-based reporter;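 further: potency means the concentration at half of the fitted maximal effect; 0% = DMSO controls and full agonism = EC100 isoproterenol or metaproterenol; nearly all actives have a fitted effect of over 65% in size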
Target sequence (P07550 whole entry, looked up): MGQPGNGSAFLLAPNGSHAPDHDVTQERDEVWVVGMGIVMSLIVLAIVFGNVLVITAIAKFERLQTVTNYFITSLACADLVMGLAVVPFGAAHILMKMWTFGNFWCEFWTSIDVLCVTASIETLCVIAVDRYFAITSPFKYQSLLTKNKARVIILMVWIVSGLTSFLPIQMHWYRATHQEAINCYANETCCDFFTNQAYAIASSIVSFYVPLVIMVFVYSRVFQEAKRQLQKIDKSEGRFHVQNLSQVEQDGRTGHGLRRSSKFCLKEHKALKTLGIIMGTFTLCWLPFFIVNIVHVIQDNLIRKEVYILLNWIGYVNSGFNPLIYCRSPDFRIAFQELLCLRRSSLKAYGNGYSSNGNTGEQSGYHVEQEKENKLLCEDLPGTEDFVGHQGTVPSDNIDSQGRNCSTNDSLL
USP2a inh = inhibitors of human ubiquitin-specific protease USP2a. O75604. USP2 core, Ub-CHOP2 coupled fluorogenic reporter, 485/531. Potency, µM (highest dose often 38.3 µM), inactives show top-dose activity change, negative = inhibition, hits mostly inhibitors. hit rate 0.01% among 330,000;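 further: potency means the concentration at half of the fitted maximal effect; plate controls were DMSO wells for no effect and full inhibition by NEM control for full effect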
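USP2 core (10nM final) preincubated 30min RT with compound in 20mM Tris-HCl pH 8.0, 2mM CaCl2, 2mM beta-mercaptoethanol, 0.05% CHAPS; 25nM Ub-CHOP2 plus 25nM reporter substrate added, fluorescence (Ex485/Em531) read after 60min.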
hERG WT inh = inhibitors of human wildtype KCNH2 potassium channel; Q12809; U2OS, BacMam KCNH2, thallium flux FluxOr; hits give low values; activity change, % at 1.84 µM; hit rate 0.37% among 340,000; AID 720551;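 active means maximum activity change below -70%; inconclusive means maximum activity change between -70% and -50%; inactive means maximum activity change above -50%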
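U2OS cells transduced with wild-type KCNH2 virus are loaded with FluxOr dye for 45 min, and thallium flux is measured in kinetic reads before and after stimulation buffer. Rate constants are normalized to DMSO controls.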
KCNH2 3.1 inh = inhibitors of human KCNH2 3.1 potassium channel isoform. U2OS KCNH2 3.1, thallium flux FluxOr; hits give low values. activity change, % (tested at about 1.8 µM). hit rate 0.95% among 340,000. AID 720553;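 active means maximum activity change below -70%; inconclusive means maximum activity change from -70% to -50%; inactive means maximum activity change above -50%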;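 further: thallium influx rate constant from kinetic fluorescence after stimulation buffer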
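Thallium flux read-out: FluxOr dye with Red40 quencher in HBSS/HEPES, 45 min at RT. Rate constants from kinetic reads were normalized to positive and negative DMSO controls. Cells: U2OS virally expressing the 3.1 isoform.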
Chronic BCR inh = blocks chronic active B-cell receptor signaling; ABC-DLBCL IkBa-CBG/CBR reporter, luminescence ratio, 4 h; Potency, µM (highest dose often 46.1 µM), inactives show at the highest dose ratio change, negative = lower green/red ratio, most hits filed as inhibitors; hit rate 0.05% among 340,000; active means well fitted inhibition curve with a large enough effect in the signal ratio, with a control signal flat, not every such curve was filed as active; inconclusive means small, poorly fitted or top-dose-only effect, or effect the other way, or a change in a side signal; the % refers to the signal ratio;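 further: potency means the concentration at half of the fitted maximal effect; plate controls were basal doxycycline-induced cells for no effect and cells given 10 µM MG132 for full effect; MG132 reads +100%, hits lower the ratio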
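TMD8 ABC-DLBCL cells carrying doxycycline-inducible green luciferase fused to IkappaBalpha plus unfused red luciferase were exposed to compounds (up to 46 uM) for 4 hrs at 37C. Activity came from the overlap-corrected green/red luminescence ratio.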
* = called active by the depositor; ? = inconclusive; . = not tested or not shown; + = active, no number; & = joins results of further samples; [ ] = remark or other dose. Unless noted, the call rests on the fitted dose curve; in most records, active means well fitted curve in the direction sought with a large enough effect; inconclusive means small, poorly fitted or top-dose-only effect, or another doubt; inactive means no such curve, though single readings can be large; an effect the other way counts as inactive or inconclusive. Unless noted, on the % scale 0 is the no-effect control and ±100 the full control effect. Outcome played no part in choosing rows; any-hit rate near 2.4%.

SMILES | GALK inhibitor | FBPA coupling cs | uPA surface inh | Eya2 inh | PKM2 act | Giardia kill | B2AR arrestin | USP2a inh | hERG WT inh | KCNH2 3.1 inh | Chronic BCR inh
CC(C)c1ccc(-c2c(C#N)c(N)nc3c2CCCCC3)cc1 | -6% | 4 | 2% | 5% | -16% | -10 | 0.0% | -1% | -14 | -7 | ?
O=S(=O)(c1ccc(F)cc1)N1CCN(CC(O)COCc2cccs2)CC1 (configuration not stated) | 5% | -3 | 0% | -7% | 0% | 9 | 0.1% | 0% | 1 | -78* | 3%
CC1(C)CC(=O)C2=C(C1)OC(N)=C(C#N)C21C(=O)N2CCCc3cccc1c32 (configuration not stated) | 0% | -1 | 10% | -8% | -6% | -9 | -0.2% | 1% | -30 | -23 | 4%
O=C(NC(=S)Nc1ccc2c(c1)OCCO2)c1ccc(F)cc1Cl | 3% | -1 | -22% | -8% | 2% | ? | 0.1% | 0% | -7 | -3 | ?
NC(=O)NC(CC(=O)NCc1ccc2c(c1)OCO2)c1ccccc1Cl (configuration not stated) | -1% | 0 | 5% | -8% | . | -15 | -0.4% | 1% | -2 | 1 | -1%
O=C(N/N=C/c1cccnc1)C12CC3CC(CC(C3)C1)C2 | 6% | 2 | 1% | -18% | -2% | -20 | 0.0% | 2% | -2 | 7 | -15%
Cc1ccc(NC(=O)CSc2nc(CSc3ccc(C)cc3)cc(=O)[nH]2)cc1 | -2% | 26 | 2% | -6% | 10% | 10 | 0.1% | -5% | 27 | 6 | -1%
COc1ccc(OCC(=O)Nc2nnc(-c3ccco3)s2)cc1 | . | 1 | -4% | -14% | 9% | 4 | -0.1% | -1% | 3 | 5 | -1%
Cc1ccc(NC(=S)NC(=O)c2ccccc2)cc1NC(=S)NC(=O)c1ccccc1 | 9% | 1 | 10% | 3% | -4% | 19 | 2.9% | 2% | 0 | -14 | ?
Cc1cc(Br)cc2c(C(=O)NCC3CCCO3)cc(-c3cccs3)nc12 (configuration not stated) | 3% | . | 12% | 8% | 0% | -2 | -0.2% | -1% | -3 | -3 | 3%
COc1ccc(C(=O)NNC(=O)CSc2ccccc2)cc1 | 1% | 7 | . | 2% | -1% | -11 | 0.2% | -1% | -2 | 21 | 0%
Cc1ccc(CSc2nc3ncccc3[nH]2)cc1 | . | -1 | -13% | -6% | -17% | -14 | -0.6% | 2% | 16 | 12 | 4%
O=C(CCn1c(=O)oc2ccc(Cl)cc21)NCCCN1CCOCC1 | -6% | . | -3% | -3% | . | -25 | 0.5% | 2% | 18 | 18 | 0%
CN(C)S(=O)(=O)c1ccc(C(=O)NN2C(=O)NC3(CCCCC3)C2=O)cc1 | . | . | 16% | 26% | . | -10 | 0.0% | -1% | -2 | 2 | -17%
CC(C)CN(CC(C)C)C(=S)NC1CCCCC1 | 1% | 0 | 1% | 0% | -2% | -6 | -0.5% | 8% | 16 | 25 | 1%
C=C[C@]1(C)C[C@@H](OC(=O)CSCCN(CC)CC)[C@]2(C)C(C)CC[C@]3(CCC(=O)[C@H]32)[C@@H](C)[C@@H]1O (some centres not stated) | . | . | -18%&-12% | -5%&4% | . | 37&20[activator] | -0.2%&-0.1% | 2%&0% | 6&40 | ? | 4%&0%
S=c1[nH]nc(-c2ccccn2)n1/N=C/c1cccc(Cl)c1 | -3% | 0 | 0% | 8% | -21% | -12 | -0.1% | 10% | -13 | 16 | -1%
COc1ccccc1N1CCN(CC(=O)Nc2sccc2C#N)CC1 | 3% | 3 | 4% | 0% | -4% | 19 | -0.4% | 3% | 3 | 1 | 8%
Cc1cccnc1NC(=O)c1ccc(S(=O)(=O)N2CCC(C)CC2)cc1 | . | . | 4% | -4% | . | 9 | -0.2% | 0% | 20 | 28 | ?
Oc1ccccc1C=NCCCCCCN=Cc1ccccc1O | -3% | 0 | 2% | 0% | -3% | -29 | 0.9% | -1% | -7 | 23 | 3%

Compound profiles, as listed above. Values in the order: GALK inhibitor	FBPA coupling cs	uPA surface inh	Eya2 inh	PKM2 act	Giardia kill	B2AR arrestin	USP2a inh	hERG WT inh	KCNH2 3.1 inh	Chronic BCR inh
Record of O=C(NC(=S)Nc1ccc2c(c1)OCCO2)c1ccc(F)cc1Cl → 3%	-1	-22%	-8%	2%	?	0.1%	0%	-7	-3	?
Record of CC(C)CN(CC(C)C)C(=S)NC1CCCCC1 → 1%	0	1%	0%	-2%	-6	-0.5%	8%	16	25	1%
Record of Cc1cccnc1NC(=O)c1ccc(S(=O)(=O)N2CCC(C)CC2)cc1 → .	.	4%	-4%	.	9	-0.2%	0%	20	28	?

The results go on:
SMILES | GALK inhibitor | FBPA coupling cs | uPA surface inh | Eya2 inh | PKM2 act | Giardia kill | B2AR arrestin | USP2a inh | hERG WT inh | KCNH2 3.1 inh | Chronic BCR inh
O=C(O)c1ccc(Cl)c(S(=O)(=O)N(Cc2ccccc2)c2ccccc2Cl)c1 | -1% | 21 | -1% | -3% | . | 0 | 0.2% | 1% | 3 | -9 | -5%
COc1ccc(S(=O)(=O)NCC(=O)N(CC(=O)NCC2CCCO2)c2cc(C)ccc2C)cc1 (configuration not stated) | -3% | -2 | -6% | -1% | 6% | -13 | 0.1% | 1% | 8 | -3 | 14%
C=CCc1ccccc1OCCOc1ccc([N+](=O)[O-])cc1/C=N/NC(N)=O | 3% | -1 | 3% | -9% | 2% | 1 | -0.1% | 1% | 1 | -26 | 2%
COc1ccccc1/C=C(/C(=O)OCC(=O)Nc1cc(C)ccc1C)c1ccccc1 | -2% | -3 | 13% | -7% | -4% | -21 | -0.2% | 1% | + | -3 | -4%
O=C1CCC/C(=N\NC(=O)c2ccc(CSc3cccc4cccnc34)cc2)C1 | 3% | -1 | 13% | -3% | 0% | 2 | -0.2% | -1% | -13 | -4 | -17%
COc1ccc(N2CC(C)Cn3c2nc2c3c(=O)n(Cc3ccc(F)cc3)c(=O)n2C)c(OC)c1 (configuration not stated) | 0% | -3 | 9% | -3% | 2% | 3 | -0.3% | 4% | 7 | 1 | 4%
Cc1ccc(C(=O)NCCc2ccccc2)cc1 | 5% | 0 | ? | -9% | -7% | ? | -0.1% | 1% | -16 | -7 | ?
COc1cccc(CNCCSc2nnnn2C)c1 | 1% | -1 | . | -8% | -16% | 9 | -0.2% | 1% | -4 | -3 | 8%
Cc1ccc(C(C[N+](=O)[O-])c2c(N)n(C)c(=O)n(C)c2=O)cc1 (configuration not stated) | -2% | 1 | 10µM* | 12% | -1% | -14 | -0.3% | 1% | -4 | -18 | .
Cc1c(Br)c(C(F)(F)F)nn1CC(=O)NCCCn1ccnc1 | 8% | 0 | 2% | -9% | 2% | -20 | -0.1% | -1% | 11 | -6 | 0%
CN(CC(=O)NCc1ccco1)S(=O)(=O)c1ccc2c(c1)c(=O)n(C)c(=O)n2C | 0% | 3 | 8% | -1% | 3% | 7 | -0.8% | 3% | 3 | 1 | 0%
CC(=O)Nc1ccc(NC(=O)c2ccco2)cc1 | 1% | -15 | -2% | 9% | -1% | 0 | 0.4% | 2% | -6 | -2 | -2%
Cc1ccc(S(=O)(=O)NCC(=O)N(CC(=O)NCC2CCCO2)c2ccc(Cl)cc2)cc1 (configuration not stated) | -3% | 1 | -2% | 2% | . | -4 | 0.0% | -1% | 1 | 6 | -5%
COCCNC(=O)CCn1c(=O)oc2ccccc21 | 1% | 1 | 3% | -10% | -2% | -4 | -0.4% | -2% | -12 | 0 | 5%
Cc1cccc(OCCNc2cc(N3CCOCC3)ccc2[N+](=O)[O-])c1 | -1% | -2 | 3% | -5% | 12% | 8 | -0.2% | 0% | -12 | 4 | ?
Cn1c(SCC(=O)Nc2cccc(F)c2)nnc1-c1cccnc1 | 0% | -4 | 18% | -8% | 1% | 9 | -0.4% | 2% | 2 | 4 | -3%
Cc1ccc(-c2nn3c(=O)c(C)nnc3s2)cc1 | 1% | 4 | ? | 11% | 5% | -8 | -0.1% | 1% | -21 | -6 | 7%
O=C(Nc1nc(=O)n(C(=O)C2CC2)s1)c1ccccc1 | -4% | -12 | -9% | 12% | -11% | -8 | -0.1% | 2% | -8 | -7 | ?
O=C(c1ccc2c(=O)n(-c3ccccc3)c(=O)[nH]c2c1)N1CCCCC1 | -1% | 0 | -2% | 9% | -11% | -4 | 0.3% | 0% | 2 | 8 | 14%
NCc1ccccc1COc1ccccc1 | 3% | -2 | 0% | 4% | -8% | -12 | -0.2% | -1% | 50 | -2 | 2%
O=C(CN1CCN(Cc2ccccc2Cl)CC1)N/N=C/C=C\c1ccccc1[N+](=O)[O-] | 0% | 5 | 10% | -13% | 20% | 1 | -0.3% | 0% | . | -46 | -5%
CSc1ccc(C(=O)C2CCCN(C(=O)CCCn3cncn3)C2)cc1 (configuration not stated) | 1% | -7 | -9% | -4% | 4% | -7 | -0.3% | 2% | -3 | 10 | 1%
